TLR9-MyD88 inh = inhibitors of TLR9-MyD88 association in cells, primary screen, cell-based, CHO, BLA complementation, fluorescence. CCF4 FRET ratio. Toll-like receptor 9 (Homo sapiens) + Myeloid differentiation primary response protein …. 0.21% of 340,000 active. AID 504734, 2011. inhibition, % at 4.98 µM;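 active = inhibition above the mean over all tested compounds plus 3 SD, cut at about 21% in these data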;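 also: 0% = DMSO only wells and 100% = clavulanate BLA inhibitor control wells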
SRC3 inh = SRC3 coactivator transcriptional activity inhibitors, primary screen, cell-based, luminescence | HEK293 GAL4-SRC3 luciferase reporter | AID 588352, 2011 | 0.17% of 360,000 active | Nuclear receptor coactivator 3 (Homo sapiens), Q9Y6Q9 | inhibition, % at 3.6 µM;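 active = inhibition above a per-campaign cutoff, the mean of all compounds plus 3 SD, cut at about 60% in these data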;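 also: 0% = DMSO-treated cells and 100% = gossypol-treated cells at 36 µM; higher means less SRC3-driven luciferase light from the GAL4 reporter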
SRC1 inh = SRC1 coactivator transcriptional activity inhibitors, primary screen, cell-based, luminescence; HEK293 GAL4-SRC1 luciferase reporter; inhibition, % at 3.6 µM; 0.12% of 360,000 active; AID 588354, 2011;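 active = inhibition above the campaign mean plus 3 SD, with each screening campaign given its own cutoff, cut at about 60% in these data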;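 also: 0% = DMSO treated cells and 100% = gossypol at 36 µM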
LMP1 NFkB inh = EBV LMP1-driven NF-kappaB luciferase reporter inhibitors, primary screen, cell-based, luminescence, single point | LMP1-induced NF-kappaB luciferase reporter cells | inhibition, % at 12.5 µM | 0.69% of 350,000 active; in the data active = inhibition above about 41%;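 also: 0% = neutral control wells and 100% = reference inhibitor control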
COUP-TFII inh = NR2F2 transcriptional activity inhibitors, primary screen, cell-based, luciferase reporter, HEK293T, luminescence. COUP transcription factor 2 (Homo sapiens), P24468. inhibition, % at 8.6 µM. HEK293T NGFI-A luciferase reporter. 0.7% of 370,000 active. AID 686940, 2013;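 active = inhibition above a per-plate cutoff, mean inhibition of test wells between control levels plus 3 SD, cut at about 38% in these data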;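 also: cells cotransfected with COUP-TFII expression vector driving the NGFI-A reporter; 0% = median of COUP-TF2 test wells and 100% = reporter-only cells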
TROY signal inh = inhibitors of TROY-driven NF-kB signaling, primary screen, Q293 LMP1-TROYcd cells, NF-kB luciferase, uHTS; Q293 LMP1-TROYcd NF-kB luciferase reporter, 4 h; inhibition, % at 10 µM; 0.98% of 360,000 active; AID 1347056, 2019;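 active = compounds whose plate-normalised and pattern-corrected inhibition of the luciferase reporter signal at the single screening dose is 50% or more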
NCOA2 inhibitor = inhibition of GAL4-SRC2 driven luciferase reporter, primary screen, SRC2 inhibitor project, cell-based, luminescence; Nuclear receptor coactivator 2 (Homo sapiens), Q15596; HEK293 GAL4-SRC2 luciferase reporter; 0.17% of 370,000 active; inhibition, % at 9 µM;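 active = inhibition above the mean inhibition of all tested compounds plus 3 SD, set per campaign, cut at about 52% in these data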;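 also: 0% = DMSO treated cells and 100% = cells given Gossypol at 36 µM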
Target sequence (Q15596 whole entry, looked up, the tested form may be a part): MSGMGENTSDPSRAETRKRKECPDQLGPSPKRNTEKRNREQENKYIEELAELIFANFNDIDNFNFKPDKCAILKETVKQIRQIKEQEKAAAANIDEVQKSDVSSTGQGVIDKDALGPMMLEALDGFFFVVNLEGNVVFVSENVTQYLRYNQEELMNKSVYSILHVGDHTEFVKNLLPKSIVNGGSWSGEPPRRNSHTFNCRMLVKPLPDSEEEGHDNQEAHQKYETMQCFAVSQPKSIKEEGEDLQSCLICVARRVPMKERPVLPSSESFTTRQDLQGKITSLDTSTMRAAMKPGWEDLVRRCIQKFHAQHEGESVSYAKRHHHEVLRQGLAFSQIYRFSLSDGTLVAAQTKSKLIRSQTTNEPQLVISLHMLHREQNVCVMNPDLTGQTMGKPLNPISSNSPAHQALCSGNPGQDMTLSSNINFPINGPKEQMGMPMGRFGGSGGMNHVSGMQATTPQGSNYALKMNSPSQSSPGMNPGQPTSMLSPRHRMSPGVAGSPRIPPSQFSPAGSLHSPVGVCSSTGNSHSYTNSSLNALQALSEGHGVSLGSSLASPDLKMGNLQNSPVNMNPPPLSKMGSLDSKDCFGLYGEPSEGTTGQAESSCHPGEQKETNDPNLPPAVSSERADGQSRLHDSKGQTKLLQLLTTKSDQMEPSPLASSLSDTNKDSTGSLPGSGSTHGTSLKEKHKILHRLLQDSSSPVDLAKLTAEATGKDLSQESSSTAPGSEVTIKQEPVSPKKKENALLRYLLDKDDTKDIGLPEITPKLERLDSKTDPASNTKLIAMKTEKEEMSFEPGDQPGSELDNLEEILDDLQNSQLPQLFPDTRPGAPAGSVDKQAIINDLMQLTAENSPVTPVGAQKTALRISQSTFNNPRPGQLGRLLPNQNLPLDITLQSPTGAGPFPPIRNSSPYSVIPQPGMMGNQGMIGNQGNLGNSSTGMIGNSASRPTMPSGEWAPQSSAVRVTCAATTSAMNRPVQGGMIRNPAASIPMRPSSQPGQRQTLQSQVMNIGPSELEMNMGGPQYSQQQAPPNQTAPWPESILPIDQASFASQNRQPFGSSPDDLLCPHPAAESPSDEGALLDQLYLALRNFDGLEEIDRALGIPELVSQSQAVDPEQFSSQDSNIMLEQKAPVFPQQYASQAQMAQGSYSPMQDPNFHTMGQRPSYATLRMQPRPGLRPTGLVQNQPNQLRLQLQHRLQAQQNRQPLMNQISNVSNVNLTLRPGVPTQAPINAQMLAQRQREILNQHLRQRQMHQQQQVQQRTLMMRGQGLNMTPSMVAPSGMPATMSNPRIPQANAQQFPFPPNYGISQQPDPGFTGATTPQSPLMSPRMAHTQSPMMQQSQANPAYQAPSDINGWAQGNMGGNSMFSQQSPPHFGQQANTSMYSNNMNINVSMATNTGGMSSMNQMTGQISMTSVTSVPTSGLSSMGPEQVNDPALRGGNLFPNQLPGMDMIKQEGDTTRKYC
C8 TRAIL sens = viability loss with TRAIL in NB7+C8 cells, primary screen, TRAIL sensitizer project, cell-based, ATPlite luminescence; inhibition (viability loss, TRAIL sensitization), % at 10 µM; 1% of 360,000 active; AID 624354, 2012;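 active = compounds causing at least 50% loss of cell viability in the single-dose screen, relative to plate controls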
Vif inh = HIV Vif self-association inhibitors, primary screen, imaging, HEK293T, single point. AID 602346, 2012. inhibition, % at 7.49 µM. HEK293T cells, Vif self-association by quenched fluorescence, 24 h. 0.35% of 340,000 active; in the data active = inhibition above about 50%, passing the limit was not always enough; also: some results filed as inactive read as strong as hits
NR5A2 inv ag = LRH-1 (NR5A2) inverse agonists, primary screen, cell-based, luminescence, HEK293T, StAR-luciferase reporter; Nuclear receptor subfamily 5 group A member 2 (Homo sapiens), O00482; LRH-1 transfected, 24 h; inhibition, % at 3.6 µM; 0.13% of 360,000 active; AID 602396, 2012;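 active = inhibition above the mean inhibition of all tested compounds plus 3 SD, cut at about 73% in these data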;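 also: 0% = DMSO wells and 100% = reporter-only cells lacking LRH-1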
NOD2 RIPK2 PPI = NOD2-RIPK2 binding disruptors in cells, primary screen, fluorescence, CHO cells, BLA complementation; CCF4 ratio; inhibition, % at 4.98 µM; 0.38% of 360,000 active; in the data active = inhibition above about 21%;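 also: 0% = vehicle only and 100% = reference blocker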
Numbers without * were called inactive; nt = not tested or not shown. These rows are one share of the data, so the mix of outcomes need not match the whole.

SMILES | TLR9-MyD88 inh | SRC3 inh | SRC1 inh | LMP1 NFkB inh | COUP-TFII inh | TROY signal inh | NCOA2 inhibitor | C8 TRAIL sens | Vif inh | NR5A2 inv ag | NOD2 RIPK2 PPI
NC(=O)CSc1nc(-c2ccccc2)c(-c2ccccc2)o1 | -4 | 15 | 9 | 0 | 10 | 3 | -14 | 2 | -5 | 10 | 5
c1ccc(-c2nnc(SCc3nc4ccccc4[nH]3)o2)cc1 | -7 | 10 | -4 | -11 | 8 | 58* | 5 | -17 | -11 | -1 | 4
O=C1CS/C(=N/N=C/c2c[nH]c3ccccc23)N1 | nt | -11 | -7 | nt | -11 | -26 | -28 | -1 | 25 | 14 | -1
O=C(O)c1ccc2c(c1)C(=O)N(c1cccc(C(=O)/C=C/c3ccccc3)c1)C2=O | -3 | -11 | 0 | -1 | -6 | -14 | -10 | 16 | 3 | -16 | 9
CCOc1cc(-c2nnc(-c3ccco3)o2)cc(OCC)c1OCC | -4 | 7 | -11 | -9 | 3 | 7 | 21 | 2 | -4 | 10 | -12
CCOC(=O)C1CCN(S(=O)(=O)c2ccc3c(c2)CCCN3C(C)=O)CC1 | -6 | 12 | -10 | -1 | 2 | 11 | 22 | -8 | 13 | 8 | -1
Cc1cccnc1CN1CCN(C(=O)CCc2nnc(CCc3ccccc3)o2)CC1 | -6 | -6 | -14 | -23 | 2 | -23 | -16 | 3 | -8 | -20 | -9
O=S(=O)(c1ccc(S(=O)(=O)N(Cc2cccs2)CC2CCCO2)cc1)N1CCCCC1 (centres undefined) | -1 | -8 | -17 | 0 | 11 | 10 | -38 | -3 | -12 | -15 | -10
COc1ccc(N(CC(=O)Nc2ccc3c(c2)OCO3)S(=O)(=O)c2ccc(F)cc2)cc1 | -4 | -3 | -43 | -9 | 18 | -10 | 3 | 9 | 1 | 7 | -8
O=C(OCc1cccc(Cl)c1)c1cc(S(=O)(=O)N2CCCCC2)ccc1N1CCOCC1 | -6 | -3 | 2 | -16 | 3 | 8 | -13 | 0 | nt | -11 | -8
COc1cc(/C=N/n2cnnc2)ccc1OC(=O)c1ccncc1 | -10 | 8 | -7 | -7 | -8 | 63* | -27 | -10 | 6 | 11 | -9
CC1Sc2ccc(S(=O)(=O)CCC(=O)Nc3cc(F)ccc3F)cc2NC1=O (centres undefined) | 8 | 21 | -12 | -4 | 14 | -10 | 10 | 1 | -1 | 4 | -1
O=C(NNC(=O)c1cc(-c2ccccc2Cl)nc2ccccc12)c1csc(N2CCOCC2)n1 | -6 | 8 | 1 | 1 | -7 | -5 | -25 | 1 | nt | -3 | 7
CCOC(=O)CC(NC(=O)c1cc2cccc(OC)c2oc1=O)c1ccc(OC)cc1 (centres undefined) | -3 | -40 | -21 | -8 | 4 | -64 | -44 | -7 | -12 | -5 | -9
CCN(CC)CCCn1c2c(c(SCC(=O)Nc3nc(C)cs3)nc1=O)CCC2 | 7 | 18 | -2 | -4 | 2 | 2 | -1 | 13 | 8 | -29 | 0
Cc1c(C(C)CCCO)oc(=O)c2c1Oc1c(C)c(C(C)C[C@@H](C)O)oc(=O)c1C2 (some centres undefined) | 11 | -8 | -4 | -1 | 11 | -5 | -22 | 4 | nt | -6 | 1
Clc1nc(NC2CCCCC2)c2cn[nH]c2n1 | -7 | -3 | -6 | -4 | -4 | 13 | 2 | 5 | -5 | -3 | 5
CC(=O)Nc1ccc(SC[C@H](Cc2ccccc2)N2CC[C@@H](O)CCC2=O)cc1 | 3 | 7 | -16 | 0 | -19 | -7 | -7 | 8 | -3 | -25 | -3
CCN1CCCc2cc(CN(CCN3CCOCC3)C(=S)Nc3cccc(C)c3)ccc21 | 12 | 4 | -62 | 14 | -2 | -2 | 5 | 19 | -5 | 16 | 4
Cc1nc(NC(=O)C2CC2)sc1C(=O)Nc1ccc(Br)cc1 | -4 | 10 | 14 | -8 | -11 | -13 | -20 | 16 | -4 | -31 | -9
CCCOC(=O)c1ccc(NC(=O)Oc2ccccc2)cc1 | -9 | -12 | 6 | -9 | -7 | -33 | -6 | -5 | 6 | -31 | -16
CCc1ccc(C(=O)CSc2nc(C)cc(=O)[nH]2)cc1 | -4 | -10 | -3 | -4 | -24 | -43 | -21 | 20 | -2 | -29 | -9
COc1ccccc1CNC(=O)C(=O)Nc1nccs1 | 0 | -10 | -17 | -1 | -2 | -20 | 12 | 13 | 0 | -16 | -4
c1cncc(-c2nc3ccccc3s2)c1 | -5 | -51 | -64 | -20 | -32 | -55 | -32 | -13 | 5 | -79 | -3
Cc1occc1C(=O)NNC(=O)c1ccc(S(=O)(=O)N(C)C)cc1 | -12 | -14 | -17 | -7 | 16 | -4 | -7 | -4 | -1 | -10 | -3
C/C(=N\NC(=O)c1nc2ccccn2c1C)c1cc2ccccc2o1 | -8 | 6 | -4 | -5 | -18 | -9 | -13 | -6 | -1 | -7 | 4
COc1cccc(NC(=O)CN(C)C(=O)COc2ccc3ccccc3c2)c1 | 10 | 17 | 6 | 6 | -10 | 1 | -5 | 18 | -2 | -1 | -8
Cc1cc(NC(=O)CSc2cn(CCNC(=O)c3ccccc3)c3ccccc23)no1 | -6 | 1 | 9 | 0 | nt | 15 | nt | -5 | -3 | -6 | -3
COc1ccc(/C=N/n2c(-c3ccco3)nc3ccccc3c2=O)cc1 | 1 | -9 | -17 | -3 | -18 | -12 | -38 | 0 | 0 | -22 | 7
COC(=O)c1[nH]c2cc(OC)ccc2c1NC(=O)CN1CCN(c2cccc(C)c2)C(C)C1 (centres undefined) | 3 | 14 | -13 | 11 | 10 | 9 | -20 | 20 | -7 | 15 | -4
O=c1ccc(-c2ccc(S(=O)(=O)Nc3cccc(Br)c3)o2)n[nH]1 | 0 | 10 | 10 | -3 | 12 | 11 | -9 | -23 | -4 | -4 | -5
COc1ccc(CN2CCC3CC2c2cc(-c4cccc(C)c4)ccc23)cc1 (centres undefined) | 1 | -3 | -9 | 4 | 7 | -7 | -3 | 16 | -9 | -8 | -14
Cc1ccc(S(=O)(=O)N(C)C)cc1NC(=O)CN1C(=O)NC2(CCCCCC2)C1=O | -12 | 10 | -137 | -12 | 14 | 20 | -12 | -15 | nt | -4 | 8
Cc1ccc(C(=O)NCC(=O)OCC(=O)Nc2cc(S(=O)(=O)N3CCOCC3)ccc2C)cc1 | 2 | -27 | 2 | -3 | 4 | 3 | 11 | 1 | -6 | -4 | -6
Clc1ccccc1CSc1nnc(/C=C/c2ccccc2)o1 | 6 | -5 | -15 | 9 | 4 | -22 | -24 | -11 | 10 | -7 | -4
Cc1cc(C(=O)Nc2sc3c(c2C#N)CCC(C)C3)cs1 (centres undefined) | 7 | -83 | -96 | -40 | -29 | -50 | -45 | -3 | 1 | -75 | -12
O=C(N/N=C/c1ccccc1)c1sccc1OCc1ccc(F)cc1 | -1 | 7 | 17 | -8 | -21 | -26 | -38 | 1 | -14 | -27 | -7
CC(=O)c1cccc(N(CC(=O)NC2CCCCC2)C(=O)Cn2nnc(-c3ccccc3)n2)c1 | -1 | -5 | -9 | -3 | 5 | -4 | 17 | -1 | 5 | 12 | 0
COc1cccc(C(=O)NC(C)c2cccc3ccccc23)c1OC (centres undefined) | 9 | 2 | -30 | 4 | 19 | 7 | -3 | 15 | 10 | 22 | 3
Cc1ccc(CNS(=O)(=O)c2cc3c4c(c2)CCN4C(=O)CC3)cc1 | 0 | -1 | 4 | 3 | 9 | 28 | -13 | -6 | -9 | -1 | -6
COc1cccc(/C=N/n2c(-c3n[nH]c4c3CCC4)n[nH]c2=S)c1O | -3 | 2 | -1 | 4 | 13 | 8 | -15 | -12 | 4 | -16 | -9
COCc1[nH]nc2c1C1(C(=O)N(C)c3ccccc31)C(C#N)=C(N)O2 (centres undefined) | 3 | 4 | -7 | -28 | 12 | -15 | -20 | -7 | 7 | 9 | -19
Cc1nn(-c2ccccc2)c(NC(=O)c2cccs2)c(-c2ccc(Cl)cc2)c1=O | 2 | 13 | 6 | 5 | 4 | -1 | 4 | -2 | -4 | -4 | 4
Cc1ccc2[nH]c(C(=O)Nc3ccc(F)cc3)cc2c1 | 8 | -55 | -43 | 7 | -8 | -31 | -14 | 14 | -11 | -107 | 2
CC(=O)Nc1ccc(S(=O)(=O)NNC(=O)c2cccc(Br)c2)cc1 | 4 | -6 | 8 | 2 | 15 | -18 | -4 | 1 | 14 | 7 | 10
Cc1[nH][nH]c(=O)c1C(c1c(C)[nH][nH]c1=O)c1cn(Cc2ccc(Cl)c(Cl)c2)c2ccccc12 | -9 | -9 | 10 | 16 | 17 | 22 | -12 | -3 | 6 | 15 | 16
Cc1ccc(C)c(NC(=O)c2ccc3c(=O)n4c(nc3c2)CCC4)c1 | -7 | -105 | -57 | -21 | -14 | -28 | -39 | 31 | -1 | -63 | -2
COC(=O)Nc1ncc(CN2CCc3ccccc3C2)s1 | -1 | -10 | 4 | -6 | 20 | 15 | -9 | -23 | -1 | 2 | -13
COc1cc(OC)cc(C(=O)n2nc(C)cc2C)c1 | -2 | -11 | -16 | -4 | 7 | -9 | 5 | 3 | 8 | -1 | -4
CN(C)CCNC(=S)Nc1ccc(-c2nc3ccccc3[nH]2)cc1 | -5 | -87 | -67 | -7 | -26 | 13 | -56 | 25 | 4 | -93 | -1
O=C(c1cc2nc(C3CC3)cc(C(F)(F)F)n2n1)N1CCCC1 | -5 | -9 | -27 | -3 | -3 | 12 | -5 | 7 | -9 | -18 | 3
O=C(/C=C/Nc1ccccc1OC(F)(F)F)C(F)(F)F | -7 | 21 | -4 | -1 | -11 | 19 | -8 | 7 | 7 | -10 | -1
O=C(Nc1ccc(NC(=S)NC(=O)c2cccs2)cc1)c1ccccc1 | 5 | 16 | 11 | 4 | -5 | -8 | -24 | -7 | -3 | 8 | 4
O=C1CN(C(=O)N[C@@H](Cc2ccccc2)C(=O)N[C@@H](Cc2ccccc2)C(=O)O)c2ccccc2N1 | 0 | -4 | -39 | 14 | -2 | -9 | 9 | 2 | 8 | -6 | -8

Sorted by value in COUP-TFII inh (rising): three of the compounds above.
SMILES	COUP-TFII inh
CCCOC(=O)c1ccc(NC(=O)Oc2ccccc2)cc1	-7
COc1ccc(N(CC(=O)Nc2ccc3c(c2)OCO3)S(=O)(=O)c2ccc(F)cc2)cc1	18
COc1cccc(C(=O)NC(C)c2cccc3ccccc23)c1OC (centres undefined)	19

Screening results from PubChem BioAssay.
